Source: PubChem
OX1R antag = antagonists of human orexin 1 receptor. O43613. CHO/OX1R cells, Fluo-8 calcium fluorescence, orexin A. inhibition, % at 5 µM. hit rate 0.43% among 330,000;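 active = inhibition above its plate's threshold, mean inhibition of all tested compounds on the plate plus 3 SD, cut at about 37% in these data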;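 note: 0% = orexin A challenge wells and 100% = SB-334867-A antagonist wells; not every result past the cut was called active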
Target sequence (O43613 whole entry, looked up): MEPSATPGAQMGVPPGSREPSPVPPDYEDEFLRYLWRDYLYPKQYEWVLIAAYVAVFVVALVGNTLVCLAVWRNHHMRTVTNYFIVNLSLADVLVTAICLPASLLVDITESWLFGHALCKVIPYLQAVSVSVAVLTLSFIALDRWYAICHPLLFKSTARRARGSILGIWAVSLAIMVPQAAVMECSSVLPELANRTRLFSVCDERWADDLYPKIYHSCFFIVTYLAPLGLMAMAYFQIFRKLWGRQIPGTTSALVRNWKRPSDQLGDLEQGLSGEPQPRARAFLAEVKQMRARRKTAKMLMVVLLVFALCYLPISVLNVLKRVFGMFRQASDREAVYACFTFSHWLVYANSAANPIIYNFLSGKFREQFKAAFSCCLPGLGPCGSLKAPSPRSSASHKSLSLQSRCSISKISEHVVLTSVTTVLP
CHT allo act = allosterically activates the human high affinity choline transporter. Q9GZV3. CHT-expressing cells, membrane potential dye, choline EC20; active compounds read high; LV-AA mutant CHT in HEK293 cells. B-score at 10 µM. hit rate 0.49% among 310,000. AID 488977;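 active = initial fluorescence not abnormally high and integrated response B-score, plate-corrected, over 3 SD above library mean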
Target sequence (Q9GZV3 whole entry, looked up): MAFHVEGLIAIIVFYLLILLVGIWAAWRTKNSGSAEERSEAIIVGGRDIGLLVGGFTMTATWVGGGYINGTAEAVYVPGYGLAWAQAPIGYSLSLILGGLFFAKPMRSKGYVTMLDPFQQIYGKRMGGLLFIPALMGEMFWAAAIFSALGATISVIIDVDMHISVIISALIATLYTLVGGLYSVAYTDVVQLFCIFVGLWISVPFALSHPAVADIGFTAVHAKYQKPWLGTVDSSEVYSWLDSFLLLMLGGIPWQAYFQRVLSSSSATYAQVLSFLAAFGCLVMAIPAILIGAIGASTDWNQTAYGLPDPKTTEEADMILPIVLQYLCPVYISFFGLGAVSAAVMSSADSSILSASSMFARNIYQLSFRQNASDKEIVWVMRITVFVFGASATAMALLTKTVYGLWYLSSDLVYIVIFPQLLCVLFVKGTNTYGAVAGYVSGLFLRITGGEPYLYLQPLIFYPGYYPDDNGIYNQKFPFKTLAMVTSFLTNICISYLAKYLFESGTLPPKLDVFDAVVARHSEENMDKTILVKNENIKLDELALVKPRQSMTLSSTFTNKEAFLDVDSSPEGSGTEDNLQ
* hit, by the source's call; i = inactive; . = not tested or not shown.

SMILES	OX1R antag	CHT allo act
CCOc1[nH]n(-c2ccccc2)c(=O)c1C=NCc1ccncc1	-18	i
CCNC(=O)C(=O)N/N=C/c1cc([N+](=O)[O-])ccc1O	2	i
CCOc1cc(/C=C/c2nc3cc(C)c(C)cc3s2)ccc1OCC(=O)N1CCOCC1	-42	i
CCOc1cc(C)c(C(C)C)cc1S(=O)(=O)n1ccc(C)n1	-47	i
Cc1ccc(NC(=S)NC(=O)Cc2ccccc2)c(O)c1	.	i
COc1ccc(NC(=O)CCNS(=O)(=O)c2ccc(Br)s2)cc1	-3	i
CCSC1=NCCN1C(=O)c1ccc(S(=O)(=O)N(CC)CC)cc1	-2	i
CCS(=O)(=O)c1nc(S(=O)(=O)c2ccc(C)cc2)c(NCCCn2ccnc2)s1	-15	i
O=C1/C(=C/c2ccc3c(c2)OCO3)CCC/C1=C\c1ccc2c(c1)OCO2	-10	i
O=C(O)CC(c1cccc2ccccc12)n1cccc1 (stereo not given)	-12	i
CCN(CC)CC(=O)Nc1ccc(C)cc1C(=O)c1ccccc1	-17	i
CCC1(c2ccc(F)cc2)NC(=O)N(CC(=O)NC2CC2)C1=O (stereo not given)	-1	i
Cc1ccc(-n2nc3c(c2NC(=O)c2ccco2)CS(=O)C3)cc1 (stereo not given)	-9	i
Clc1ccc(-n2nnc(-c3cccnc3Cl)n2)cn1	-13	i
CCSc1nnc(NC(=O)c2cccc(S(=O)(=O)N(C)c3ccc(C)cc3)c2)s1	-10	i
O=C(Nc1ccccc1C(F)(F)F)c1cccnc1	-14	i
Cc1cccc(OCC(=O)Nc2nc(-c3ccncc3)cs2)c1	-1	.
CCCC(=O)Nc1ccc(-c2nc3cc(C)c(C)cc3o2)cc1	45	i
CS(=O)(=O)N1CCc2cc(C(=O)Nc3ccc(Br)cc3)ccc21	-7	i
C=CCc1cc(C)ccc1OCCOCCn1ccnc1	-15	i
Cc1cc(C)c(S(=O)(=O)Nc2c(C)[nH]c(=O)[nH]c2=O)c(C)c1	-21	i
O=C(COC(=O)COc1ccccc1)Nc1ncc(Cl)cc1Cl	2	.
CCN(C(=S)Nc1ccc(Oc2ccccc2)cc1)c1ccccc1	-11	i
CCOc1cccc2c1OC1(C)CC2NC(=O)N1c1cccc(C(=O)NCc2ccccn2)c1 (stereo not given)	-27	i
N#CC1(NC(=O)CN2C(=O)NC(c3ccccc3)(c3ccccc3)C2=O)CCCC1	11	.
[O-]/[N+](=C\c1ccccc1)c1ccc(Br)cc1	17	.
CN1CCN(C(=O)CN(C2CCCCC2)S(=O)(=O)c2ccc(Br)cc2)CC1	-17	i
CCC(=O)c1ccc2ncccc2c1	-26	i
CCCN1C2CCCC1CC(NC(=O)c1ccc(Br)cc1)C2 (stereo not given)	-19	i
COc1ccc(C(=O)NCc2ccccc2C)cc1S(=O)(=O)NC1CCCC1	-13	.
COc1ccc(-c2ccnc(SCC(=O)N3CCN(c4ccccc4)CC3)n2)cc1	-16	i
COc1ccccc1CN1CC(C(=O)NCc2ccc(C)c(F)c2)CCC1=O (stereo not given)	-24	i
O=C(O)c1cccnc1Sc1ccccc1Cl	3	i
COC(=O)C1CN(C(=O)COc2ccc(C)cc2)c2ccccc2O1 (stereo not given)	-1	i
CC(C)Oc1cccc(C(=O)C2CCCN(C(=O)c3ccnn3C)C2)c1 (stereo not given)	-7	i
COc1cc(C(=O)OCC(=O)NC(N)=O)cc(CN2C(=O)c3ccccc3C2=O)c1OC	-16	i
Cc1cccc(C)c1NC(=O)COC(=O)CCC(=O)c1cccs1	-25	i
CC(C)Cc1cc(C(=O)Nc2cccnc2)no1	-8	i
O=C(C[n+]1cccc(O)c1)NCc1ccc(Cl)cc1	-5	i
Cc1ccnn1-c1ccc(C(=O)NCC(c2ccco2)N2CCCC2)cc1 (stereo not given)	0	.
CCOC(=O)c1ccc(NC(=O)CN2C(=O)CNC2=O)cc1	17	i
CC(C)S(=O)(=O)c1cnc(-c2ccccn2)nc1N	2	i
Cc1cccc(CSc2nnc(-c3ccccn3)n2N)c1	-21	i
COc1c(Cl)cnn(-c2ccccc2)c1=O	4	i
O=C1NC2(CCCC2)Oc2ccccc21	-25	i
O=C(/C=C\c1ccc2c(c1)OCO2)CC1(O)C(=O)Nc2ccccc21 (stereo not given)	-12	i
Cc1nn(-c2ccccc2)c2[nH]c(=O)c(CNCc3ccc4c(c3)OCO4)cc12	-42	i
N#CCSc1nnc(CNc2ccc(F)cc2)o1	-12	i

Full records, looked up by structure:
`CN1CCN(C(=O)CN(C2CCCCC2)S(=O)(=O)c2ccc(Br)cc2)CC1` across the screens: OX1R antag = -17; CHT allo act = i
`O=C1NC2(CCCC2)Oc2ccccc21` across the screens: OX1R antag = -25; CHT allo act = i
`CCS(=O)(=O)c1nc(S(=O)(=O)c2ccc(C)cc2)c(NCCCn2ccnc2)s1` across the screens: OX1R antag = -15; CHT allo act = i

Three compounds from above, ordered by the number in OX1R antag, low to high.
SMILES | OX1R antag
Cc1nn(-c2ccccc2)c2[nH]c(=O)c(CNCc3ccc4c(c3)OCO4)cc12 | -42
Cc1cccc(C)c1NC(=O)COC(=O)CCC(=O)c1cccs1 | -25
O=C(C[n+]1cccc(O)c1)NCc1ccc(Cl)cc1 | -5

A draw from above in order of length of the SMILES, lowest first:
SMILES	OX1R antag	CHT allo act
N#CCSc1nnc(CNc2ccc(F)cc2)o1	-12	i
O=C(C[n+]1cccc(O)c1)NCc1ccc(Cl)cc1	-5	i
Cc1nn(-c2ccccc2)c2[nH]c(=O)c(CNCc3ccc4c(c3)OCO4)cc12	-42	i

Next entries
SMILES	OX1R antag	CHT allo act
CCOC(=O)c1ccc(NC(=O)CN2C(=O)CSC(C)C2=O)cc1 (stereo not given)	10	i
CCOc1ccc2cc(S(=O)(=O)N3CCN(C)CC3)ccc2c1	-11	i
CCCCc1ccc(NC(=O)CN(C)CC(=O)Nc2ccccc2Cl)cc1	-31	i
CCCc1nc2scc(-c3ccccc3)c2c(=O)n1N	-20	i
COc1ccc(NC(=O)Cn2c(=O)n(CC(=O)NCc3ccco3)c(=O)c3ccccc32)cc1	-15	i
CCN1C(=O)OC2(CCCCC2)C1(C)O (stereo not given)	11	i
CCCCNS(=O)(=O)CCNCc1ccc(OC)cc1	-22	.
O=C(c1cc(COc2cccc(C(F)(F)F)c2)on1)N1CCC(c2ccccc2)CC1	-39	i
CCCCCCCNC(=O)C1(CC2CC(c3ccccc3)=NO2)CCN(C(=O)c2ccccc2)CC1 (stereo not given)	-40	i
Cc1nc2c(nnn2Cc2ccccc2Cl)c(=O)[nH]1	-20	i
O=C(CCC(=O)N1CCOCC1)Nc1ccc(Cl)c(Cl)c1	-7	i
Cc1onc(-c2c(F)cccc2Cl)c1C(=O)NC1CCSC1=O (stereo not given)	-17	i
COc1cc(OC)cc(C(=O)N[C@H](C(=O)NCc2cccs2)C(C)C)c1	-22	i
CCN(CC(=O)NCc1cccs1)C(=O)CCC(=O)c1ccc(C)cc1	-23	i
CN(C)c1ccc(/C=N/NC(=O)c2ccc(Cl)cc2)cc1	-9	i
COc1ccc(OC)c(S(=O)(=O)N(C)CC(=O)Nc2ccccc2OC)c1	-21	i
O=C(NCCc1ccccc1)c1ccc(S(=O)(=O)N2CCCC2)cc1	-25	.
Cc1nc2c3ccccc3nc(NNC(=O)CCC(=O)NCCN3CCN(c4ccccc4F)CC3)n2n1	-6	i
CCOc1ccc(NC(=O)CCN2CCN(S(=O)(=O)c3cc(Cl)ccc3OC)CC2)cc1	-23	i
CCN(CC)C(=O)c1nc[nH]c1C(=O)N(C)Cc1ccccc1	-17	.
COc1ccc(NCc2n[nH]c(=O)c3ccccc23)cc1	-8	i
CCCCC(=O)N1CC(=O)Nc2ccc(F)cc2C1c1ccccc1 (stereo not given)	-23	i
O=C(CCn1c(=O)oc2ccccc21)Nc1ccc(C(=O)O)cc1	8	i
CC1CN(S(=O)(=O)c2ccc(C(=O)Nc3sccc3C(N)=O)cc2)CC(C)O1 (stereo not given)	-12	i
COc1cccc(CC(=O)Nc2ccc(S(=O)(=O)Nc3nccs3)cc2)c1	-2	.
CC(C)CCN1CCN(Cc2nc3c(s2)CCCC3)CC1CCO (stereo not given)	-17	i
CCNCc1ccccc1OCc1ccccc1	-9	i
CC(c1ccco1)N(C(=O)c1ccc(F)cc1)c1ccccn1 (stereo not given)	-18	i
Cc1ccc(NS(=O)(=O)c2ccccc2F)cc1S(=O)(=O)N1CCCCC1	-2	.
CC/C(O)=C1\C(=O)CCCC1=NCCc1nc2ccccc2[nH]1	0	i
CN(C)S(=O)(=O)Oc1cccc(C(=O)Nc2ccc([N+](=O)[O-])cc2)c1	22	i
CCOc1ccc(NC(=O)c2cc(Cl)nc3ccccc23)cc1	-20	i
CN1CCc2c1nc1ccccc1c2N=C1CCCN1Cc1ccccc1	-20	i
CC(C(=O)NCCC1=CCCCC1)N1C(=O)c2ccccc2C1=O (stereo not given)	-14	i
O=C(CN1C(=O)CSC1=O)NCc1ccccc1	0	i
C=C(C)C1CC=C(C)/C(=N/NC(=O)CCCNc2cccc(C)c2)C1 (stereo not given)	-34	i
CC(Sc1nncs1)C(=O)Nc1ccc(Cl)cn1 (stereo not given)	-4	i
O=C(c1cc(-c2ccc(Cl)cc2)on1)N1CCN(c2ccc(F)cc2)CC1	-21	i
CCSc1ncc(Cl)c(C(=O)Nc2ccccc2C)n1	-15	i
COc1ccc(Cl)cc1NC(=S)NCc1ccc(S(N)(=O)=O)cc1	6	i
CCCC(=O)Nc1nnc(CC(=O)OCC)s1	-10	i
CCOC(=O)c1oc2ccccc2c1NC(=O)C(C)(C)C	-9	i
Cc1ccsc1C(=O)NCc1ccccc1Cl	-14	i
O=C(Nc1nnc(-c2ccc(Br)cc2)o1)C1=COCCO1	-19	i
Cn1c(-c2ccccn2)[n+](C)c2ccccc21	4	i
O=C(Nc1nccs1)c1ccc(Br)c(S(=O)(=O)N2CCCC2)c1	-9	i
CC(C)(C)OC(=O)C[C@H]1C/C=C\C[C@H](CC(=O)N[C@H](CO)Cc2ccccc2)C(=O)N2CCC[C@H]2COC1=O	2	.
COc1ccc(C(=O)NC2CC2)cc1OC1CCN(Cc2ccc(F)cc2Cl)CC1	-12	i
CCOP(=O)(OCC)C(O)c1cc(OC)c(OC)c(OC)c1 (stereo not given)	-4	i
O=C(OC(C(=O)NC1CCCC1)c1cccnc1)C1=Cc2ccccc2OC1 (stereo not given)	-12	i
COc1ccccc1N1CCN(C(=S)Nc2ccc(F)cc2)CC1	-13	i
CC(=O)N/N=C(\C)CC(=O)Nc1cccc2c1CCCC2	-39	i
CC(=O)Oc1ccc(-c2cc3ccc(OC(C)=O)cc3oc2=O)cc1	-7	i
Cc1sc(N)nc1-c1ccccc1	-4	i
CCCCCC(=O)NNC(=O)Nc1ccccc1	2	i
CCn1c(=O)c(C(=O)NNS(=O)(=O)c2ccc(NC(=O)OC)cc2)c(O)c2ccccc21	4	i
O=C(NCC1CC1)c1ccccc1Cl	6	i
O=C(COC(=O)c1cccc(Cl)c1Cl)NCc1cccs1	-1	.
C=CC[C@H](CC(=O)N(CCO)Cc1ccccc1)C(=O)NC[C@H](OC(=O)[C@@H](CC=C)Cc1ccc(F)cc1)c1ccccc1	26	.
O=C(CSc1cn(Cc2cccc(F)c2)c2ccccc12)NCc1ccc(F)cc1	-9	i
Next section
SMILES	OX1R antag	CHT allo act
Cc1cccc(C(=O)NCCN(C)C)c1	-9	i
NC(=O)c1ccc(NC(=O)COC(=O)c2ccc(Br)o2)cc1	4	.
Clc1cc2nc3ccccn3c2cc1Cl	-35	i
COc1nc(NCc2ccco2)nc(NC2CCCCC2)n1	-15	i
CCCc1cc2c(=O)c(-c3ccc4c(c3)OCCO4)c(C)oc2cc1OS(C)(=O)=O	5	i
Cc1cc(C)nc(N2CCCC(C(=O)Nc3cccc(Cl)c3)C2)n1 (stereo not given)	-15	i
COc1ccc(C(C)=O)c2c(O)cccc12	32	i
COCCOC1CCN(C(=O)C2CCC(=O)N(CCc3ccc(OC)cc3)C2)CC1 (stereo not given)	-4	i
CCN(CC)CCN1C(=O)C(O)=C(C(=O)c2cc3cccc(OC)c3o2)C1c1cccs1 (stereo not given)	-5	i
CC(C(=O)OCC(=O)c1c(N)n(C)c(=O)n(C)c1=O)N1C(=O)c2ccccc2C1=O (stereo not given)	-21	i
CC1(C)CC(=O)c2sc(NC(=O)c3ccccc3)nc2C1	-29	i
C#CCOCCOCCOCCNc1nc(N2CCOCC2)nc(N2CCN(C(=O)[C@H]([C@@H](C)CC)n3cc([C@@H](N)CC(C)C)nn3)CC2)n1	2	i

Look-ups from above:
CC(C(=O)OCC(=O)c1c(N)n(C)c(=O)n(C)c1=O)N1C(=O)c2ccccc2C1=O (stereo not given) in OX1R antag is entered as -21
Cc1cccc(C(=O)NCCN(C)C)c1 in OX1R antag is entered as -9
CCCc1cc2c(=O)c(-c3ccc4c(c3)OCCO4)c(C)oc2cc1OS(C)(=O)=O in OX1R antag is entered as 5
Clc1cc2nc3ccccn3c2cc1Cl in OX1R antag is entered as -35
NC(=O)c1ccc(NC(=O)COC(=O)c2ccc(Br)o2)cc1 in OX1R antag is entered as 4

Continued.
SMILES	OX1R antag	CHT allo act
Cc1ccc(-n2c3c(cc(C(=O)N4CCN(C)CC4)c2=O)C(=O)CC(C)(C)C3)cc1	-18	i
Cc1[nH]c2ccc(F)cc2c(=O)c1SC(F)(F)C(F)C(F)(F)F (stereo not given)	-17	i
Cc1ccc(S(=O)(=O)N(Cc2ccccc2)c2ccccc2C(=O)NCc2ccco2)cc1	12	i
Cc1cccc(N2C(=O)Cc3ccccc3C2=O)c1	-5	i
CCN(CC(=O)Nc1ccc(OC)c(OC)c1)CC(=O)Nc1ccccc1C(F)(F)F	-8	i
CN(C(=O)CN1CCN(c2ccc([N+](=O)[O-])cn2)CC1)c1ccccc1	-10	i
O=C(COC(=O)c1ccccc1OC(F)F)Nc1ccc2[nH]c(=O)[nH]c2c1	-5	i
CCCn1c(CC)nc([N+](=O)[O-])c1Sc1ccc(F)cc1	-25	i
C[C@@H](C(=O)Nc1nc2ccc(F)cc2s1)N1C(=O)C2CC=CCC2C1=O (stereo not given in full)	-28	i
